Screening results from PubChem.
POLB inh = blocks human DNA polymerase beta activity | Potency, µM (titrated, usually from 114 µM), without a hit: top-dose activity change, negative = inhibition, actives largely listed as inhibitors | Pol beta primer extension/strand displacement, fluorescence kinetic | P06746 | actives 1.3% (n = 340,000); further: potency means the concentration at half of the fitted maximal effect; on the % scale 0 is the no-effect control and ±100 the full control effect
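Preincubation: enzyme (10 nM) with compound, 15 min, RT. Reaction: substrate added to 50 nM final. Reads: 0 and 10 min. Analysis: normalized, Hill fit.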
Apoferritin bind = candidate novel general anesthetic via apoferritin binding; P02791; apoferritin/1-aminoanthracene competitive binding, fluorescence; Potency, µM (series often up to 77.5 µM), for the others: at the top dose activity change, negative = displacement, most hits filed as inhibitors; actives 0.074% (n = 350,000); AID 485281; further: potency means the concentration at half of the fitted maximal effect; on the % scale 0 is the no-effect control and ±100 the full control effect; nearly all actives have a fitted effect of over 20% in size
Target sequence (P02791 2-175 limits assumed): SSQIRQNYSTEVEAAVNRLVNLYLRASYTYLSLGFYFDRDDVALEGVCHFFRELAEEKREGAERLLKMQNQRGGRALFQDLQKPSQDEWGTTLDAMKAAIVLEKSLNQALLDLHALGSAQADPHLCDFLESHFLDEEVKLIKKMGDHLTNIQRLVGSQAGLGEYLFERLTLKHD
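Horse-spleen apoferritin (10 uM) was mixed with 50% saturated 1-aminoanthracene in PBS, exposed to compounds for 10 min at room temperature, and read for fluorescence (ex 380 nm, em 535 nm). Competitive displacement was fitted with a four-parameter Hill equation.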
APEX1 inh = blocks human APE1 abasic DNA cleavage; actives 0.35% (n = 350,000); recombinant APE1, TAMRA/BHQ-2 abasic DNA cleavage fluorescence; P27695; Potency, µM (highest dose often 65.8 µM), for inactives: at the highest dose activity change, negative = inhibition, usual class: inhibitors;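 further: potency means the concentration at half of the fitted maximal effect; plate controls were vehicle for no effect and reference inhibitor for full effect; nearly all actives have a fitted effect of over 55% in size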
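APE1 at 0.75 nM final was preincubated with compound 15 min at room temperature, then 50 nM double-stranded THF abasic-site substrate (5'-TAMRA/3'-BHQ-2) was added. Fluorescence (ex 525/em 598 nm) was read kinetically; third-minus-first read gave activity.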
POLI inh = inhibitors of human DNA polymerase iota | AID 588590 | Q9UNA4 | actives 1% (n = 390,000) | Pol iota fluorescent replication assay, 10 min | Potency, µM (top dose mostly 115 µM), for the others: at the highest dose activity, negative = inhibition, usual class: inhibitors; further: potency means the concentration at half of the fitted maximal effect
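Pol iota at 10 nM preincubated 15 min with compounds at room temperature; reaction started with fluorescent substrate, 50 nM final. Fluorescence read kinetically at 0 and 10 min; buffer-only wells as negative control.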
BLM inh = blocks DNA unwinding by human BLM helicase; P54132; recombinant BLM DNA unwinding, fluorescence dequenching; Potency, µM (top dose mostly 56.1 µM), inactives show at the top dose activity change, negative = inhibition, usual class: inhibitors; actives 0.2% (n = 350,000); AID 2528;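 further: potency means the concentration at half of the fitted maximal effect; plate controls were vehicle for no effect and no enzyme for full effect; nearly all actives have a fitted effect of over 35% in size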
LDHA block = inhibitors of human lactate dehydrogenase A | P00338 | activity change, % (values are at about 110 or 230 µM) | actives 0.15% (n = 480,000) | AID 1347041 | purified LDHA, NADH/diaphorase-resazurin fluorescence; stronger effect = lower value; in the data active means activity change below about -30%; inconclusive means mostly about -25% to -30%;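 further: plate controls were DMSO wells for no effect and wells without enzyme for full effect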
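LDH5 2 nM; NADH 0.06 mM, pyruvate 0.2 mM; 200 mM Tris pH 7.4, EDTA, Tween-20; 5 min RT. Detection: diaphorase 0.133 mg/mL + resazurin 37 µM, fluorescence ex540/em590 at 0 and 20 min; normalized to enzyme-free and DMSO wells.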
POLK inh = inhibitors of human DNA polymerase kappa | Potency, µM (titrated, usually from 107 µM), inactives show at the top dose activity, negative = inhibition, usual class: inhibitors | purified Pol kappa, fluorescent DNA synthesis assay, 10 min | actives 0.53% (n = 400,000); further: potency means the concentration at half of the fitted maximal effect; on the % scale 0 is the no-effect control and ±100 the full control effect
Target sequence (Q9UBT6 whole entry, looked up): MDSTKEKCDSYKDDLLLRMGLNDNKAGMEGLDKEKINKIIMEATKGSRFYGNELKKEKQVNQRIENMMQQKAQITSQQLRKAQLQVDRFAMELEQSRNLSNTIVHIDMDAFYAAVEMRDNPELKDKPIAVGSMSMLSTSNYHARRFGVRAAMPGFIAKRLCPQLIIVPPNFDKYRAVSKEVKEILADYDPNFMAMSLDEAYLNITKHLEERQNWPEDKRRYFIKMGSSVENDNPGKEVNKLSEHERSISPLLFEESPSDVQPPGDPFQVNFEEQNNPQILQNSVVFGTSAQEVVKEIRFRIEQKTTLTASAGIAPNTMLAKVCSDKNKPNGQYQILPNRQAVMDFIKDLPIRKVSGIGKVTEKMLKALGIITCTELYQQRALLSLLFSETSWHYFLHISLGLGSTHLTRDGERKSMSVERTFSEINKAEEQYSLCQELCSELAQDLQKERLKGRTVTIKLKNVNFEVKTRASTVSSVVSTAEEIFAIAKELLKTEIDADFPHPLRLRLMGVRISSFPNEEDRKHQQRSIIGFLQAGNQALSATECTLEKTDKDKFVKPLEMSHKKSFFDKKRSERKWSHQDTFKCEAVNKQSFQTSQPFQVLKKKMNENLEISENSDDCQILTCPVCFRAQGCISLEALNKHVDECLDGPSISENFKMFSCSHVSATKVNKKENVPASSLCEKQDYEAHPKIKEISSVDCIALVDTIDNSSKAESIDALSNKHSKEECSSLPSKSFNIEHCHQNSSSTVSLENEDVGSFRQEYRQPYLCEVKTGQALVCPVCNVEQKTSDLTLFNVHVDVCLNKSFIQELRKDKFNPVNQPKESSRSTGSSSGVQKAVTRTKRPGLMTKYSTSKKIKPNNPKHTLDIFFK
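10 nM Pol kappa was preincubated with compounds for 15 min at room temperature. Reaction started with 50 nM (final) substrate. Fluorescence read kinetically at 0 and 10 min.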
Glioma ERSR ind = induces the endoplasmic reticulum stress response in human glioma cells | U87-MG GRP78 promoter luciferase reporter, 16 h | actives 0.02% (n = 420,000) | Potency, µM, for the others: at the top dose activation, most hits filed as activators; further: potency means the concentration at half of the fitted maximal effect; series mostly up to about 76 µM; % of control where 0% means no effect; nearly all actives have a fitted effect of over 35% in size
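ERSR induction read as luciferase luminescence (Bright-Glo, 10 min at room temperature) in stably transfected human U87-MG glioma cells exposed to compounds for 16 h, using GRP78 as sensor.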
Pol eta inh = DNA polymerase eta (human) inhibition; actives 1.2% (n = 390,000); recombinant Pol eta, fluorescent DNA replication assay; Q9Y253; AID 588591; Potency, µM (series often up to 114 µM), for inactives: top-dose activity change, negative = inhibition, hits mostly inhibitors; further: potency means the concentration at half of the fitted maximal effect; on the % scale 0 is the no-effect control and ±100 the full control effect
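Fluorescent replication assay: 50 nM final substrate added after a 15 min room-temperature compound preincubation with 10 nM enzyme. Signal taken at 0 min and again at 10 min.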
Active calls of the source: *; ? = inconclusive; · = not tested or not shown; & = joins results of further samples; [ ] = another dose, or the depositor's remark. Unless noted, the call rests on the fitted dose curve; in most records, active means well fitted curve in the direction sought with a large enough effect; inconclusive means small, poorly fitted or top-dose-only effect, or another doubt; inactive means no such curve, though single readings can be large; an effect the other way counts as inactive or inconclusive.

SMILES	POLB inh	Apoferritin bind	APEX1 inh	POLI inh	BLM inh	LDHA block	POLK inh	Glioma ERSR ind	Pol eta inh
CCC(C)NC(=O)CSc1nnc(-c2cc(-c3cccs3)nc3ccccc23)o1 (stereo unspecified)	-5%	-8%	1%	7%	-6%	-9	-9%	0%	6%
Cc1ccc(CNC(=O)c2ccc(CSCc3cccc(C)c3)o2)cc1	9%	-16%	·	5%	-5%	2&-4	-6%[60.1 µM]	-1%	-12%
C=CCn1c(SCc2csc(-c3ccc(Cl)cc3)n2)nnc1-c1ccccc1OC	-2%[57.1 µM]	-17%	-3%	?	-5%	-2	-22%	3%	-27%
Cc1cc(C)c2nc(N3CCC(C(=O)NCCCN4CCCC4=O)CC3)sc2c1	1%	3%	46%[activator]	-2%	-1%	-4	-1%	-1%	-9%
COc1cc(CNCc2ccc(C(=O)O)cc2)ccc1OCc1ccc(F)cc1	10%	-10%	2%	-18%	-9%	-8	-4%	1%	-8%
CCc1nccn1S(=O)(=O)c1ccccc1[N+](=O)[O-]	-1%	-3%	34%	39%[activator]	-2%	-12	-3%	-3%	-18%
Cc1ccc(SCC(=O)Nc2nncs2)cc1	·	·	·	18%	·	-4	-3%	5%	-21%
CCOc1ccc(-n2c(SC(C)C(=O)OC)nc3c(c2=O)SCC3)cc1 (stereo unspecified)	·	·	·	49%[activator]	·	2	-5%	-2%	-12%
O=C(NCc1ccccn1)C(=O)NCC(c1ccco1)N1CCN(c2ccc(F)cc2)CC1 (stereo unspecified)	8%	-17%	-2%	8%	-2%	-3	-5%	-2%	30%
COc1cc(C)c(C)cc1S(=O)(=O)n1c(C)nc2ccccc21	-9%	-9%	3%	3%	-2%	-6	4%	1%	-18%
Cc1ccsc1C(=O)N/N=C/c1ccc2c(c1)OCO2	-12%	-1%	1%	-7%	-3%	1	-7%	-9%	-10%
O=C(NC1CCCCC1)C(c1ccc2ncccc2c1)N(Cc1ccccc1)C(=O)c1cccs1 (stereo unspecified)	?	-7%	-1%	28%	-6%	-4	-8%	-2%	-11%
c1ccc(CCc2nc(-c3ccc(-n4cccc4)cc3)no2)cc1	33%	0%	-2%	-6%	-5%	-11	-12%	-1%	-11%
CC1CCc2sc3nc(N4CCN(CCO)CC4)n4ncnc4c3c2C1 (stereo unspecified)	4%	?	-1%	13%	45%[activator]	-4	-24%	3%	-17%
CC(C)(C)c1ccc(/C=C/C(=O)Nc2ncccn2)cc1	16%	-6%	7%	1%	2%	-2	1%	-3%	-14%
COc1cc(NC(=O)Cn2nc3c(cc2=O)CC(C)CC3)cc(OC)c1OC (stereo unspecified)	-15%	-8%	·	0%	0%	-5	-7%[60.1 µM]	-1%	-7%
O=C(NNC1=NCCCCC1)Nc1ccc(Cl)cc1	36%	-12%	-1%	-8%	0%	-8	-8%	3%	-10%
CCOC(=O)Nc1ccc(OC(=O)Oc2ccc(NC(=O)OCC)cc2)cc1	·	·	·	-12%	·	-1	-1%	-3%	-15%
Cc1cc(C)nc(NS(=O)(=O)c2ccc(NC(=O)COc3ccccc3F)cc2)n1	·	·	14%	1%	·	-4	-4%	-5%	-8%
C=CCNC(=S)/N=c1/ccccn1CCC	21%	-2%	14%	23%	-1%	-2	4%	-5%	-12%
COc1ccc(Cc2c(C)nn(-c3nc(C)c(C(=O)Nc4cccc(C(C)=O)c4)s3)c2C)cc1	3%	-1%	·	-16%	-8%	-8	-1%	-3%	-4%
CCc1cc2c(cc3c(=O)n(CC(=O)NCCc4ccc(OC)cc4OC)nc(CC)n32)s1	45%	3%	·	23%	-2%	-20	5%	-2%	-13%
O=C(CSc1nnc(-c2ccccc2)n1-c1ccccc1)c1cccs1	22%	-20%	14%	-7%	-7%	-8	-7%	-4%	-6%
O=C(NC(=O)c1cccc(F)c1)Nc1ccc(-c2cc(C(F)(F)F)nn2-c2ccccc2)cc1	-1%	3%	·	15%	-4%	-2	-16%	·	·
COc1cccc(NC(=O)CN(C)C(=O)CCC(=O)c2cc(C)sc2C)c1	·	·	-8%	1%	·	-9	-5%	0%	-8%
Cc1cc(C)c(S(C)(=O)=O)c(S(=O)(=O)c2ccc(Cl)cc2)n1	38%	-12%	1%	-14%	-2%	-3	2%	4%	-20%
O=C(NC1CCOC1=O)c1ccccc1 (stereo unspecified)	·	·	·	17%	·	-7	4%	-1%	-12%
COc1cc(C2C3=C(CCCC3=O)Nc3[nH]n(-c4ccccc4)c(=O)c32)ccc1O (stereo unspecified)	5%	-6%	7%	-12%[58.9 µM]	1%	16&-2	-4%	-4%	-14%
O=C(CN(C(=O)c1csnn1)c1ccccc1Cl)NC1CCCCC1	1%	?	35%	99%[activator]	0%	-9	-1%	-2%	-15%
COC(=O)[C@]1(C)N[C@H](CN(C)C(=O)c2ccccc2)[C@@H]2C(=O)N(C)C(=O)[C@@H]21	·	·	27%	?	·	-9	-14%	1%	-5%

Arranged by SMILES length (rising): 3 of the compounds above
SMILES	POLB inh	Apoferritin bind	APEX1 inh	POLI inh	BLM inh	LDHA block	POLK inh	Glioma ERSR ind	Pol eta inh
CCOC(=O)Nc1ccc(OC(=O)Oc2ccc(NC(=O)OCC)cc2)cc1	·	·	·	-12%	·	-1	-1%	-3%	-15%
CCC(C)NC(=O)CSc1nnc(-c2cc(-c3cccs3)nc3ccccc23)o1 (stereo unspecified)	-5%	-8%	1%	7%	-6%	-9	-9%	0%	6%
COc1ccc(Cc2c(C)nn(-c3nc(C)c(C(=O)Nc4cccc(C(C)=O)c4)s3)c2C)cc1	3%	-1%	·	-16%	-8%	-8	-1%	-3%	-4%

The list continues:
SMILES	POLB inh	Apoferritin bind	APEX1 inh	POLI inh	BLM inh	LDHA block	POLK inh	Glioma ERSR ind	Pol eta inh
O=C1C=C(N(CCO)CCO)C2(CCCCC2)O1	6%	-6%	0%	9%	-2%	-3	-7%	-2%	-12%
CCNc1nc(NC(C)C)nc(NS(=O)(=O)c2ccc(C)cc2)n1	9%	-8%	46%[activator]	-7%	-6%	-2	3%	2%	-14%
CN=C1N(C)C[C@@H]2[C@@H]3C(=O)N(Cc4ccccc4)C(=O)[C@@H]3[C@](Cc3ccccc3)(C(=O)OC)N12	·	·	2%	?	·	-7	-14%	-2%	-5%
COc1cccc(Nc2ncc3nc(C)c(=O)n(C[C@H]4CCCO4)c3n2)c1	·	·	0%	·	-8%	·	-2%[60.1 µM]	0%	·
COc1ccc(N(C)S(=O)(=O)c2ccc3c(c2)n(C)c(=O)c(=O)n3C)cc1	2%	-4%	·	?	2%	2	-24%	-1%	-14%
CC/C=C/C(=O)N1CC2(CC(c3cccc(NC(=O)CCCCC)c3)=NO2)C[C@H]1C(N)=O (stereo partly specified)	1%	-1%	4%	22%	0%	1	-7%	2%	-16%
S=C1NC=NC2N=CNC12 (stereo unspecified)	·	·	6%	·	-9%	·	-3%[60.1 µM]	-4%	·
Cc1ccc(S(=O)(=O)n2nc(-c3ccc(Cl)cc3)nc2NCc2ccco2)cc1	6%	-16%	4%	-2%	-10%	1	-14%	2%	-12%
Cc1nn(CC(=O)NCc2cccc(F)c2)c(=O)c2c(C)n(-c3ccc(Cl)cc3)nc12	0%	-10%	·	13%	-7%	-5	-13%[60.1 µM]	1%	-13%
Cc1cc(C(=O)Nc2nc3ccc(S(C)(=O)=O)cc3s2)c(C)o1	18%	2%	-1%	225%[activator]	-4%	-2	0%	4%	-9%
COc1cccc(C(=O)NC2CCNCC2)c1	-1%	1%	28%	-18%	-2%	-3	-11%	-4%	-4%
O=C(Cc1ccccc1)Nc1ncccc1Cl	·	·	·	28%	·	-5	-17%	-3%	8%
Nc1nn2c(C(F)(F)F)cc(=O)[nH]c2c1N=Nc1cccc(F)c1	35%	-10%	-5%	25%	-3%	3	-4%	-3%	-7%
COC(=O)c1ccc(COc2ccc(C)c(C)c2)o1	1%	0%	-22%	7%	-4%	-4	-4%[60.1 µM]	5%	-16%
O=C(O)c1cccc(S(=O)(=O)N(Cc2ccccc2)c2ccc(Cl)cc2)c1	3%	9%	-1%	14%	-3%	-3	1%	2%	-6%
CC(C)COc1ccc(C(=O)N2CCCCC2CCN2CCOCC2)cc1 (stereo unspecified)	19%	-3%	·	8%	4%	-5	1%	-2%	-17%
Cc1ccccc1OCc1nc(-c2ccc(NC(=O)c3cccs3)cc2)no1	22%	-15%	-3%	-14%	-5%	-8	-8%	-1%	-18%
COc1ccc(Br)cc1/C=N/n1c(C)nc2ccccc2c1=O	-13%	5%	50%[activator]	26%	2%	0	-16%	-2%	1%
Cc1ccc(N=C2SCCCN2C(=O)C2=COCCO2)cc1Cl	·	·	13%	19%	·	-3	-3%	-3%	-22%
Cc1ccc(-n2c(SCC(=O)NCc3ccco3)nc3nc4c(cc3c2=O)COC(C)(C)C4)cc1	79µM*	-20%	20%	?	-5%	-2	-7%	1%	?
CCOC(=O)/C=C1\NC(C)(C)Cc2cc(OC)c(O)cc21	-4%	-21%	-8%	33%[activator]	-3%	-2	-9%	-1%	-15%
O=C(CN1C(=O)C2CC=C(Cl)CC2C1=O)N1CCOCC1 (stereo unspecified)	27%	2%	19%	-5%	2%	0	1%	-2%	-18%
CCC(=O)Nc1ccc(Cl)c(NC(=O)c2ccc(Br)o2)c1	0%	1%	-6%	1%	-2%	0	1%	-2%	7%
Nc1ccc(C(=O)c2ccccc2C(=O)O)cc1Cl	?	-8%	3%	14%	-6%	-3	-5%	-8%	-15%
Cc1cccc(-c2nc(-c3ccncc3)no2)c1	0%	-20%	40%	104%[activator]	-5%	-8	-10%	-6%	-20%
COc1cc2c(cc1NC(=O)COc1cc(C)cc(C)c1)oc1ccccc12	0%	-3%	·	25%	-12%	-1	3%	-2%	5%
Cc1cccc(C)c1NC(=O)Cc1cccs1	40µM*	-7%	-25%	?	-8%	3	-14%	-3%	?

As entered above:
O=C(CSc1nnc(-c2ccccc2)n1-c1ccccc1)c1cccs1 @ BLM inh: -7%
Nc1ccc(C(=O)c2ccccc2C(=O)O)cc1Cl @ LDHA block: -3
CCc1nccn1S(=O)(=O)c1ccccc1[N+](=O)[O-] @ LDHA block: -12
Cc1cc(C(=O)Nc2nc3ccc(S(C)(=O)=O)cc3s2)c(C)o1 @ BLM inh: -4%

A portion of the library, so the mix of outcomes need not match the whole.
